CIT2 TOR yeast: modulators of TOR pathway CIT2-GFP in S. cerevisiae. S. cerevisiae CIT2-GFP strain, flow cytometry, 3 h; 100 means same as DMSO wells. GFP response vs DMSO, % at 10 µM. 0.065% of 320,000 active. AID 2029;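 active = GFP response relative to DMSO above a set limit, near the screen mean plus 3 SD, cut at about 150% in these data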;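 also: ratio of well median GFP fluorescence to mean of DMSO wells on the plate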
MEP2-GFP yeast: yeast TOR pathway MEP2-GFP modulation | S. cerevisiae MEP2-GFP strain, flow cytometry GFP, 3 h; 100% = DMSO control level | 0.51% of 330,000 active | GFP response vs DMSO, % at 10 µM;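 active = GFP response versus DMSO above a set limit, roughly screen mean plus 3 SD, cut at about 180% in these data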;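 also: median GFP fluorescence of the barcode-gated MEP2-GFP cells per well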
AGP1 TOR yeast: modulators of TOR pathway AGP1-GFP in S. cerevisiae; GFP response vs DMSO, % at 10 µM; S. cerevisiae AGP1-GFP multiplex flow cytometry, 3 h; GFP as percent of DMSO wells; 0.02% of 320,000 active;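 active = GFP response relative to DMSO above a set limit, near screen average plus 3 SD, cut at about 150% in these data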;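 also: median GFP channel fluorescence of the gated AGP1 strain per well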
GRK2 inh: inhibitors of human GRK2 displacing RNA aptamer; P25098; bead flow cytometry, FAM-aptamer displacement from GRK2; inhibition of aptamer binding, % at 10 µM; 0.59% of 330,000 active; AID 488847;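 active = inhibition of aptamer binding above 40%, roughly 3 SD of noise, on plates passing a quality check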;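 also: median bead fluorescence of bound FAM aptamer so fluorescent compounds give negative values; no value below 0 was filed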
Target sequence (P25098 whole entry, looked up): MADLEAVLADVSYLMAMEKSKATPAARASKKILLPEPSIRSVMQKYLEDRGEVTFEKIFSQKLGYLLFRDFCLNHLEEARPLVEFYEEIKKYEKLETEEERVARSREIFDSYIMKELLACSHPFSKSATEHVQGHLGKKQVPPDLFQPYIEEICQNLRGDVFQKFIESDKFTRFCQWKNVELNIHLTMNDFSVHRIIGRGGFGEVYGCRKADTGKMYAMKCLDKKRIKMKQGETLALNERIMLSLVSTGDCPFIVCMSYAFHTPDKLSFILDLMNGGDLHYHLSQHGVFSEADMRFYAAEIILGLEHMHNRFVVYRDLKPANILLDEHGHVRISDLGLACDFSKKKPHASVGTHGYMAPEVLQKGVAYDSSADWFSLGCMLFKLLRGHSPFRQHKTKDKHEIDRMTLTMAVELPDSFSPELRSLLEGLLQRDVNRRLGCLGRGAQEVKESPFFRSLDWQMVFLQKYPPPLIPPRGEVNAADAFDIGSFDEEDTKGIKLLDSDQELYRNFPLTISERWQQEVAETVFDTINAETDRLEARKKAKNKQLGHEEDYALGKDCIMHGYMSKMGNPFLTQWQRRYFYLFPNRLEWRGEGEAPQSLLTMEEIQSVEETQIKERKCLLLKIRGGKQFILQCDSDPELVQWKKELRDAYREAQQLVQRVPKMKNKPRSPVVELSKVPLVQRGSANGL
CR mimetic SO: lowers age-related superoxide in aged yeast cells; AID 2690; superoxide response (% of plate mean), % at 10 µM; S. cerevisiae aged cells, superoxide DHE fluorescence; stronger effect = lower value; 0.18% of 330,000 active;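 active = superoxide response under a set limit, about three screen SD below normal, cut at about 65% in these data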;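 also: yeast aged for seven days with compound at 30 °C before DHE staining; 100% = average MFI of all compound-treated wells on the plate with controls excluded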
VLA-4 inh: inhibition in a human VLA-4 binding assay; VLA-4 expressing cells, ligand binding flow cytometry; P13612; 0.2% of 330,000 active; AID 2557; inhibition, % (about 7 µM as worked out from the volumes in the protocol); in the data active = inhibition above about 50%
LAP4 TOR yeast: alters LAP4-GFP fluorescence in TOR pathway yeast screen. S. cerevisiae LAP4-GFP multiplex, flow cytometry GFP, 3 h; median GFP as percent of DMSO wells. 0.34% of 320,000 active. GFP response vs DMSO, % at 10 µM;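 active = GFP response vs DMSO above a set limit, about the screen mean plus 3 SD, cut at about 150% in these data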
RPL19A TOR yeast: modulators of TOR pathway RPL19A-GFP in S. cerevisiae. S. cerevisiae RPL19A-GFP strain, flow cytometry, 3 h; stronger effect = lower value. percent response vs DMSO, % at 10 µM. 0.3% of 330,000 active. AID 2025;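 active = percent response vs DMSO below 50%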;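 also: median channel GFP fluorescence of the barcoded RPL19A-GFP strain; ratio of sample median GFP to plate DMSO average so 100% = DMSO; lower means less RPL19A-GFP as with rapamycin TOR inhibition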
Active calls of the source: *; / = no result given.

SMILES	CIT2 TOR yeast	MEP2-GFP yeast	AGP1 TOR yeast	GRK2 inh	CR mimetic SO	VLA-4 inh	LAP4 TOR yeast	RPL19A TOR yeast
COc1ccc(-c2nnc(SCC(=O)N3CCCC3)o2)c(OC)c1	104.4	99.1	100.3	0.0	107.3	2.8	95.9	101.0
COc1ccccc1NS(=O)(=O)c1cccc(C(=O)NNC(=O)c2ccc(Cl)nc2)c1	93.9	99.5	97.6	1.0	102.3	10.4	95.4	96.3
O=C(Nc1ccc2c(c1)C(=O)N(c1ccccc1)C2=O)C1CCCO1 (stereo not drawn)	105.0	110.1	100.5	0.0	89.7	1.5	114.1	108.4
CN(C)c1cc(-c2cccc(C(F)(F)F)c2)oc(=O)c1Cl	90.4	100.9	100.2	3.0	91.8	-3.9	109.7	100.2
COc1ccc2nc(N3C(=O)CC(C(C)c4ccccc4)C3=O)sc2c1 (stereo not drawn)	98.6	104.1	95.8	4.0	100.4	-2.9	96.5	100.1
CCOC(=O)COc1cnc2ccccc2n1	110.5	130.2	99.6	2.0	90.7	10.8	110.4	102.3
COc1cccc(NC(=O)c2nn(-c3ccc(OC)cc3OC)c(=O)c3ccccc23)c1	101.9	100.5	106.2	2.0	99.5	10.1	96.5	101.6
COc1ccccc1OCCOc1ccc(C(=O)c2ccccc2)cc1	111.3	140.4	113.4	1.0	116.4	-4.4	115.0	108.0
CC(=O)c1cc(O)c2ccccc2c1O	101.5	103.0	97.0	4.0	116.8	-42.0	106.2	97.7
Cc1ccc(C(=O)Oc2ccccc2N2C(=O)C3C4CCC(C4)C3C2=O)cc1 (stereo not drawn)	101.2	110.2	50.7	0.0	105.6	0.9	98.6	101.3
CC(=O)c1c(C)nn(C(=O)N2CCOCC2)c1C	94.9	97.3	99.7	0.0	99.2	34.5	97.5	95.3
NC(=O)C(F)(F)C12OC3C4C5CC(C6C5C3C61)C42 (stereo not drawn)	97.1	95.4	94.6	0.0	106.9	3.0	89.5	94.2
CSCc1c(C(=O)OCC(=O)NC2CCCCC2)oc2ccccc12	94.8	102.2	96.9	2.0	121.7	-0.7	101.5	96.7
COc1cccc(CNS(=O)(=O)c2ccc3c(c2)CC(C)N3C(=O)C2CCC2)c1 (stereo not drawn)	103.5	107.3	101.6	0.0	90.9	12.9	103.3	103.7
Cc1ccc(C)c(-n2c(SCC(=O)NCC3CCCO3)nnc2-c2ccoc2C)c1 (stereo not drawn)	95.5	99.5	98.4	2.0	97.3	-0.2	94.1	96.2
C[N+](C)(C)CCN1C(=O)CSC1=O	107.2	100.7	104.3	0.0	94.0	-3.1	99.9	99.9
CCc1nn2c(=O)c(S(=O)(=O)Nc3cccc(F)c3)c(C)nc2s1	103.2	101.6	105.4	0.0	85.5	-10.6	94.2	100.7
Cc1ccc(S(=O)(=O)C(C#N)c2nc3ccccc3nc2N2CCN(C)CC2)cc1C (stereo not drawn)	95.2	97.4	98.7	1.0	107.8	26.2	92.5	99.1
O=C(Nc1ccc(N2CCCCC2)cc1)c1ccc([N+](=O)[O-])o1	96.8	95.7	91.4	2.0	110.8	17.0	85.4	101.1
CCc1c(C(=O)Nc2cc(C)cc(C)c2)[nH]c(C)c1C(C)=O	96.8	105.5	107.1	0.0	90.3	-3.7	110.0	96.8
Cc1ccc(N2C(=O)CC(Nc3cccc4ccccc34)C2=O)cc1 (stereo not drawn)	/	107.3	/	0.0	103.0	12.3	/	102.8
Cc1cccc(NC(=O)Nc2cnccn2)c1	90.2	99.5	93.2	2.0	97.5	4.5	107.1	97.0
O=C(NCCc1ccncc1)Nc1cccc(Cl)c1	91.8	100.2	99.9	0.0	98.0	-1.2	97.5	96.7
C=CCN1C(C(=O)c2ccccc2)=C(OC(=O)COc2ccccc2)c2ccccc2S1(=O)=O	81.1	96.2	75.5	0.0	106.9	-2.4	138.0	76.8
c1ccc2c(CSc3ncnc4nc[nH]c34)cccc2c1	90.9	98.0	89.8	0.0	117.2	10.1	108.1	95.1

Reprinted at random: 2 entries already listed.
SMILES	CIT2 TOR yeast	MEP2-GFP yeast	AGP1 TOR yeast	GRK2 inh	CR mimetic SO	VLA-4 inh	LAP4 TOR yeast	RPL19A TOR yeast
Cc1ccc(S(=O)(=O)C(C#N)c2nc3ccccc3nc2N2CCN(C)CC2)cc1C (stereo not drawn)	95.2	97.4	98.7	1.0	107.8	26.2	92.5	99.1
c1ccc2c(CSc3ncnc4nc[nH]c34)cccc2c1	90.9	98.0	89.8	0.0	117.2	10.1	108.1	95.1

One compound at a time, from the list above. Values in the order: CIT2 TOR yeast, MEP2-GFP yeast, AGP1 TOR yeast, GRK2 inh, CR mimetic SO, VLA-4 inh, LAP4 TOR yeast, RPL19A TOR yeast
COc1cccc(NC(=O)c2nn(-c3ccc(OC)cc3OC)c(=O)c3ccccc23)c1 is listed as 101.9, 100.5, 106.2, 2.0, 99.5, 10.1, 96.5, 101.6
COc1ccccc1NS(=O)(=O)c1cccc(C(=O)NNC(=O)c2ccc(Cl)nc2)c1 is listed as 93.9, 99.5, 97.6, 1.0, 102.3, 10.4, 95.4, 96.3
C=CCN1C(C(=O)c2ccccc2)=C(OC(=O)COc2ccccc2)c2ccccc2S1(=O)=O is listed as 81.1, 96.2, 75.5, 0.0, 106.9, -2.4, 138.0, 76.8
Cc1cccc(NC(=O)Nc2cnccn2)c1 is listed as 90.2, 99.5, 93.2, 2.0, 97.5, 4.5, 107.1, 97.0
CC(=O)c1cc(O)c2ccccc2c1O is listed as 101.5, 103.0, 97.0, 4.0, 116.8, -42.0, 106.2, 97.7

(listing goes on)
SMILES	CIT2 TOR yeast	MEP2-GFP yeast	AGP1 TOR yeast	GRK2 inh	CR mimetic SO	VLA-4 inh	LAP4 TOR yeast	RPL19A TOR yeast
CC(=O)Nc1ccc(NC(=O)C(C)OC(=O)CN(C)S(=O)(=O)c2ccc(Cl)cc2)cc1 (stereo not drawn)	87.3	98.9	95.7	0.0	105.2	15.3	97.8	97.1
O=C(NNC1=C(C(=O)C(F)(F)F)CCC1)c1ccccc1O	96.5	95.2	99.3	1.0	72.7	15.1	94.2	97.9
O=C(OCCN1CCCCC1)c1ccccc1Br	98.9	94.5	94.7	1.0	105.3	5.7	89.5	96.5
CCn1c(CNc2nc(-c3ccccc3)cs2)nnc1SCC(=O)NCc1ccccc1	98.7	112.0	108.2	0.0	99.7	-3.4	106.5	99.9
C=CCN(C(=O)CCc1ccccc1OC)c1nc(-c2ccc(S(C)(=O)=O)cc2)cs1	91.6	112.5	90.3	5.0	103.4	11.6	105.4	103.6
O=C(Nc1ccccn1)c1cccs1	107.5	109.0	110.6	2.0	132.5	22.9	105.4	104.1
Cc1noc(C)c1C(=O)OCC(=O)c1c(N)n(CC(C)C)c(=O)n(C)c1=O	96.0	120.3	98.4	1.0	91.8	6.5	95.0	91.2
CCC(C)(C)NC(=O)c1ccc2c(c1)N(CC(=O)N1CCCC1)C(=O)C(C)(C)O2	109.4	112.7	102.4	1.0	102.0	4.9	99.0	104.9
COc1ccc(CCNC(=O)C2CCN(C(=O)c3ccccc3)CC2)cc1	110.4	102.0	102.7	0.0	103.2	10.0	83.3	107.7
CCOC(=O)C1(Cc2cccc(OC)c2)CCN(Cc2ccc(C)s2)CC1	104.8	105.4	105.2	0.0	89.5	10.8	104.0	106.8
O=C(COc1ccc2c3c(c(=O)oc2c1)CCC3)NCc1ccccn1	101.3	103.4	101.9	1.0	100.3	15.5	94.6	98.7
Cc1cc(NC(=O)CSc2nnnn2-c2ccccc2C)no1	88.9	94.5	92.3	0.0	109.0	-11.0	90.5	101.5
O=C(COc1ccccc1)NNc1nc2ccccc2s1	84.1	99.9	69.1	2.0	77.5	-3.8	112.1	84.1
CCCC(C)NC(=O)c1ccc(OCc2ccc(Cl)cc2)c(OC)c1 (stereo not drawn)	88.9	94.3	82.5	0.0	122.5	47.0	93.0	91.7
Cc1ccc(-c2nnc(N3CCCCC3)c3ccccc23)cc1S(=O)(=O)N1CCN(C)CC1	103.8	116.9	109.6	1.0	100.1	3.8	109.6	105.7
CSc1ccccc1C(=O)Nc1cccc(C)c1	/	104.2	97.7	97.0*	111.5	1.6	106.8	103.3
CC1CC(=O)N(c2ccc(N(C)Cc3ccccc3)c([N+](=O)[O-])c2)C1=O (stereo not drawn)	58.4	102.4	66.6	0.0	110.5	8.4	115.5	92.9
CC(C)(C)c1ccc(C(=O)NNC(=S)NC(=O)c2cccnc2)cc1	99.5	106.5	100.8	1.0	128.4	-13.2	97.5	104.8
CC(=O)Nc1ccc(NC(=O)CCOc2ccccc2C)cc1	106.3	112.5	93.0	0.0	90.7	3.7	110.1	102.1
Brc1ccc(-c2ccc(CNCc3ccccn3)o2)cc1	104.7	100.7	101.0	0.0	105.7	12.6	93.8	101.1
COc1cccc(OC)c1C(=O)N1CCN(Cc2ccccc2C(F)(F)F)CC1	96.0	96.6	97.8	0.0	80.9	3.1	100.7	97.2
CCN(CC)CCNC(=O)c1cc2c(-c3cccc(OC)c3)nn(C)c2s1	112.1	104.8	106.1	0.0	79.9	14.9	101.1	101.2
CN1/C(=C/C(=O)c2cccs2)Sc2ccccc21	/	91.2	87.9	1.0	93.5	-6.1	110.8	105.4
Cc1cc(C(=O)CS(=O)(=O)c2ccc(F)cc2)cc(C)c1O	101.3	104.8	99.0	0.0	108.2	7.8	90.6	103.5
CCCNC(=S)Nc1ccc(CC(=O)OC)cc1	108.2	105.0	103.9	2.0	90.2	16.0	92.2	103.4
SMILES	CIT2 TOR yeast	MEP2-GFP yeast	AGP1 TOR yeast	GRK2 inh	CR mimetic SO	VLA-4 inh	LAP4 TOR yeast	RPL19A TOR yeast
COc1ccc(/C=N/NC(=O)CCSc2nc3ccccc3s2)cc1OC	103.1	99.8	99.5	0.0	109.8	12.2	90.2	102.6
NNC(=O)c1ccc(CN2C(=O)c3cccc4cccc2c34)cc1	80.6	96.3	92.3	1.0	99.4	-5.1	95.7	93.5
O=C(Nc1ccccc1N1CCCCC1)c1ccc(N2C(=O)c3ccccc3C2=O)cc1	114.1	110.4	114.0	0.0	126.8	-4.7	104.3	107.7
COC(=O)C1CN(C(=O)COc2cccc(C)c2C)c2ccccc2O1 (stereo not drawn)	100.2	101.3	99.6	0.0	136.8	11.4	96.4	99.6
CC(C)CN(CC(C)C)C(=S)Nc1ccc(Cl)cc1	98.3	101.5	96.7	3.0	92.2	-1.4	95.7	98.3
CCCSc1nc2cc(C)c(C)cc2n1CC(O)CO (stereo not drawn)	111.0	115.6	109.6	1.0	88.3	5.9	99.8	107.1
COc1ccccc1/C=c1\sc2nc(-c3ccccc3OC)nn2c1=O	107.5	95.8	98.1	0.0	104.7	2.3	90.9	101.2

Screens from PubChem BioAssay.

Not a hit list. Share with any hit: about 1.7%.
